# From PubChem
# RAD52 inh = inhibitors of human RAD52 DNA annealing; P43351; recombinant RAD52 DNA annealing, FRET fluorescence; inhibition, % at 18.7 µM; 360,000 compounds, 0.46% hits;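 active means every replicate showing at least 50% inhibition; inconclusive means mean inhibition at least 50% but not in every replicate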
# Target sequence (P43351 whole entry, looked up): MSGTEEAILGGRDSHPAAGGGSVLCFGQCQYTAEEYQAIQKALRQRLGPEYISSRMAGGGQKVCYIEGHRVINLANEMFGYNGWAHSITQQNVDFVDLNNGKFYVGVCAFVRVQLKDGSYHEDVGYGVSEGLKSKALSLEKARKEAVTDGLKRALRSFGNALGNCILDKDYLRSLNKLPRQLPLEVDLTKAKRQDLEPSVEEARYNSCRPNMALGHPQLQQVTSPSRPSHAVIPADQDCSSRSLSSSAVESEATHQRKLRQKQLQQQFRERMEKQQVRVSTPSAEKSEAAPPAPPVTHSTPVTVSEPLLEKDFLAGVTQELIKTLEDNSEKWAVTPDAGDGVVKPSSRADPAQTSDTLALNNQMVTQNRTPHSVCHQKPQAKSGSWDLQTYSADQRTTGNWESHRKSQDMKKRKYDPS
# XiGFP reactiv = X-chromosome reactivation activator | XiGFP mouse fibroblasts, % GFP-positive cells imaging, 3 d; cells co-treated with 5-aza-dC sensitizer; scaled so ellipticine positive control = 100% | 360,000 compounds, 0.055% hits | activation, % at 7.58 µM;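 active means mean normalized replicate activation at least 10% and every replicate at or above 10%; inconclusive means only one of the two criteria met; inactive means mean below 10% and not all replicates reach 10%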;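 further: 0% = median of on-plate neutral control wells and 100% = ellipticine 6 µM median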
#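 Assay system – SV40-immortalized XiGFP fibroblast cells, line 68-5-11 · Buffer or medium – DMEM supplemented with 5-aza-dC as sensitizing agent · Dosing – one concentration, pinned · Benchmarks – positive control ellipticine, 6 µM final · Times – 3 days compound exposure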
# DENV2 CPE rescue = inhibitors of DENV2 cytopathic effect; AID 651640; DENV2-infected cells, cytopathic effect rescue, plate reader; CPE inhibition, % at 9.99 µM; 350,000 compounds, 1.7% hits; in the data active means CPE inhibition above about 20%, passing the limit was not always enough; inconclusive means no clear call, values can overlap the other calls; tested in BHK-21 cells;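 further: 0% = median of neutral control wells and 100% = median of positive control wells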
# F508del corr = CFTR F508del correction in bronchial cells; CFBE cells, YFP halide quenching; stimulated with forskolin plus potentiator P3; % fluorescence drop versus neutral controls; AID 720511; 350,000 compounds, 0.36% hits; activity (quench increase), % at 7.58 µM;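 active means mean added fluorescence quench of at least 8% versus neutral control, with both replicates also reaching 8%; inconclusive means only one of the mean or replicate conditions met; inactive means mean below 8% and not both replicates reaching 8%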;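 further: cells transiently co-express mutant CFTR-F508del with the halide-sensitive YFP; corrector assay measuring rescue of mutant channel to the surface after 24 h compound exposure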
# RAD54 branch = blocks human RAD54 Holliday junction branch migration; Q92698; FAM/BHQ fluorescence; inhibition, % at 10.4 µM; 360,000 compounds, 0.14% hits; AID 602329;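 active means mean normalized replicate activity at least 40 and at least half of replicates scoring 40 or more; inconclusive means only one of the two criteria met; inactive means mean below 40 and under half of replicates reaching 40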;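 further: 0% = median of neutral control wells and 100% = median of positive control wells; inhibitors cause a drop in the FAM fluorescence signal; in these data hits start at about 50%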
# E-sel inducer = E-selectin induction on HUVECs; P16581; HUVEC E-selectin immunofluorescence imaging; normalized: neutral wells 0, TNF-alpha wells 100; activation, % at 7.58 µM; 260,000 compounds, 0.37% hits;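 active means mean E-selectin-positive cell signal at least 10% of the positive control, reached in at least 60% of replicates, without over 20% cell loss; inconclusive means no rule given, readout overlaps actives, possibly toxicity-flagged; inactive means the rest, including those meeting only one limit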;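 further: in these data hits start at about 27%; measured in HUVEC primary endothelial cells; signal is the percent of cells scored E-selectin positive by PE staining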
#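 Assay system: HUVEC primary endothelial cells. Input: 3,000 HUVEC seeded per well. Doses: one compound dose added by pin transfer. Read-out basis: % PE-positive cells. Benchmarks: TNF-alpha high, DMSO low. Detection: immunofluorescence imaging. Buffer or medium: EGM-2, gelatin.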
# Casp6 inh = blocks human caspase-6 cleavage activity; purified caspase-6, Z-VEID-R110 cleavage fluorescence; inhibition, % at 12.5 µM; 350,000 compounds, 0.53% hits; AID 686996;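 active means mean inhibition across replicates at least about 35%, with every replicate also reaching that limit, limit read from the data; inconclusive means only one of the two criteria met; inactive means neither criterion met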;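 further: 0% = median of neutral control wells and 100% = no fluorescence left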
# Target sequence (P55212 24-179 limits assumed): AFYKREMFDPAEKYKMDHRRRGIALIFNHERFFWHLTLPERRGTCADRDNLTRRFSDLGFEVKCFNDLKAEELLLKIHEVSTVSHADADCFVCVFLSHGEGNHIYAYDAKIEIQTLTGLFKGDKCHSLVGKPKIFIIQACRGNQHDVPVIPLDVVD
# Target sequence (P55212 194-293 limits assumed): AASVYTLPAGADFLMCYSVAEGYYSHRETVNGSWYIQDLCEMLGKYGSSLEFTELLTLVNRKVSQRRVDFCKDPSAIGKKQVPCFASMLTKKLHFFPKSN
# GSIS activator = GLuc luminescence reporter in INS-1E cells, primary screen for activators of glucose-dependent secretion of insulin | INS-1E GLuc reporter insulin secretion, 2-3 h | activation, % at 16.6 µM | 370,000 compounds, 0.61% hits | AID 743287;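 active means lowest replicate activation of at least 40%, so every replicate reaches that level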;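 further: 0% = median of neutral control wells and 100% = median of IBMX positive control wells; some compounds called inactive have numbers as strong as hits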
# * marks the source's active call; other numbers are inactive results; ? = inconclusive; · = no result given.
SMILES,RAD52 inh,XiGFP reactiv,DENV2 CPE rescue,F508del corr,RAD54 branch,E-sel inducer,Casp6 inh,GSIS activator
CC(OC(=O)CNS(=O)(=O)c1ccc2ccccc2c1)C(=O)N(C)c1ccccc1 (centres undefined),-6,0.4,1,2.6,16,3.1,4,1
Cc1noc(C)c1S(=O)(=O)N(C)C[C@@H]1Oc2ccc(NS(=O)(=O)c3ccc(F)cc3)cc2CC(=O)N([C@@H](C)CO)C[C@H]1C,13,-0.5,?,-0.7,·,-0.2,-2,4
C[C@@H]1CCc2cnnn2COC[C@@H](c2ccccc2)NC1=O,13,0.1,-1,·,·,0.0,-2,4
O=C(CCNC(=O)C1CCN(S(=O)(=O)c2ccccc2)CC1)NCc1cccnc1,-6,-0.1,0,3.8,11,0.2,-1,·
COc1ccccc1N1CCN(Cc2cccs2)CC1,-11,·,-3,·,1,·,-2,7
O=C1C=C(c2cccc(Br)c2)C[C@@H](c2ccc(F)cc2)C1,-11,-0.1,-1,2.7,12,0.1,2,-2
Cc1cc(C)n2nc(C(=O)N/N=C/c3cn(C)nc3C)nc2n1,-14,0.0,-3,·,-3,·,2,-2
Nc1nc(COC(=O)c2ccco2)nc(Nc2ccccc2)n1,-6,-0.1,-2,4.3,-8,0.1,1,-6
C=CCNC(=O)CC1Nc2c3ccccc3nc(=S)n2C1=O (centres undefined),-10,-0.1,2,-0.2,3,2.6,22,6
CCCN1CCC(=NNc2ccc(S(=O)(=O)N(CC)CC)cc2[N+](=O)[O-])CC1,1,0.5,5,4.8,·,-1.4,-1,-4
N/C(Cc1ccc(Cl)cc1)=N\OC(=O)Cc1ccc([N+](=O)[O-])cc1,-10,0.0,·,·,5,0.0,2,-4
CC12CCC(=O)N1C(C(=O)NNC(=O)c1ccc(Br)cc1)CS2 (centres undefined),-18,0.0,?,-2.0,0,·,-3,-3
CCC(C)Sc1cc(C(F)(F)F)c(C(=O)Nc2ccc(Cl)cc2)cn1 (centres undefined),-1,0.2,-2,2.7,5,·,-2,-46
CO[C@@H]1CN(C)C(=O)c2cc(NS(=O)(=O)c3ccccc3F)ccc2OC[C@@H](C)NC[C@@H]1C,0,-0.6,-1,-1.3,2,-0.1,0,10
C[C@H]1CCCCO[C@@H](CN(C)C(=O)NC2CCCCC2)[C@@H](C)CN([C@@H](C)CO)C(=O)c2cc(NC(=O)c3ccncc3)ccc2O1,-7,-0.1,13,0.2,2,-0.2,-5,-16
CCCCCNC(=O)C(c1cccc2ccccc12)n1c(=O)c(-c2ccco2)nc2ccccc21 (centres undefined),-33,0.4,4,2.1,·,0.0,1,·
C[C@@H]1CN([C@H](C)CO)C(=O)c2cccc(NC(=O)Nc3ccc(C(F)(F)F)cc3)c2O[C@H]1CN(C)C(=O)NC1CCCCC1,-6,-1.0,2,3.6,8,·,1,-2
Cc1cc(OC(=O)C(C)(C)C)c([N+](=O)[O-])c(=O)[nH]1,-1,0.2,2,·,·,·,1,18
CC(=O)c1ccc(NC(=O)CN2CCC(NC(=O)c3ccccc3C)CC2)cc1,14,0.1,-7,0.0,0,0.0,1,3
Oc1ccc(C=NNc2ccccn2)c(O)c1,1,0.9,-1,2.3,·,0.7,·,-5
O=C(CSc1nnnn1-c1ccccc1)NCC1(N2CCCCC2)CCCCC1,-18,0.0,13,0.5,4,·,-4,-3
CC1(C(=O)NS(=O)(=O)c2ccccc2Cl)CCN1C(=O)Cc1ccccc1 (centres undefined),-6,0.5,2,-2.4,7,-0.2,-1,33
COc1ccccc1N1CCN(C(=O)CCc2ccccc2)CC1,-12,0.0,-3,0.5,-2,·,-1,7
CCCNC(=O)Nc1ccc2c(c1)C(=O)N(C)C[C@@H](OC)[C@H](C)CN(Cc1ccccc1)[C@@H](C)CO2,·,0.5,·,1.7,·,-0.1,·,-21
CCCCOc1ccc(C(=O)NC(=S)Nc2ccc(CN3CCOCC3)cc2)cc1,-13,0.9,-4,1.2,-1,-1.2,-2,6
CC(Sc1nc2ncc(Cl)cc2[nH]1)C(=O)NC1(C#N)CCCCC1 (centres undefined),-4,0.3,-4,-0.8,3,0.3,-3,-12
CS(=O)(=O)Nc1ccccc1NS(C)(=O)=O,-8,0.0,3,0.7,-3,·,-2,0
Cc1c(C)c2ccc(O)c(CN3CCCC3)c2oc1=O,-26,0.0,?,-0.7,-6,·,-5,18
Nc1cccc(-c2cccc3nncn23)c1,-4,1.2,?,2.5,15,-0.2,1,6
COC(=O)c1cccc(NS(C)(=O)=O)c1,-8,1.1,5,0.2,·,0.1,-1,9
COc1ccccc1-c1nnc(NC(=O)Cc2ccccc2)o1,-5,0.0,-6,-0.5,-6,·,-2,15
CCCCCNC(=O)c1[nH]c(C(F)(F)F)nc1-c1ccccc1,-5,0.2,28*,-1.3,-6,·,1,-37
COc1ccc(NC(=O)COc2ccccc2Cc2ccccc2)cn1,-6,-0.1,-4,1.8,3,·,1,-1
Cn1c(CCN2CCCC2)nc2cc(NS(=O)(=O)c3ccc(F)cc3)ccc21,-142,0.0,0,0.0,3,-0.2,-7,-24
CN1C(=O)c2cc(NC(=O)c3cccc(F)c3)ccc2OC[C@H]2O[C@H](CC(=O)NCc3ccccc3Cl)CC[C@H]21,-3,0.2,3,-0.4,3,-0.3,-3,8
COC(=O)Nc1cc(C(=O)c2ccc(Cl)cc2Cl)c[nH]1,-38,0.0,4,2.9,-2,-0.2,5,-9
Fc1ccccc1CN1CCN(c2ncccn2)CC1,-13,0.4,-4,-0.2,-12,0.1,-2,5
CCCNC(=O)N1CC2(C1)[C@@H](c1ccccc1)[C@@H](CO)N2C(=O)CC1CC1,12,0.1,4,-0.5,·,0.0,-1,-7
Cc1cc(=O)oc2cc(NC(=O)Cc3ccccc3[N+](=O)[O-])ccc12,-2,0.1,4,-2.4,-8,·,1,4
COc1ccccc1CNC(=O)C1CCCN1S(=O)(=O)c1ccc2c(c1)C(C)(C)C(=O)N2C (centres undefined),-8,0.0,2,2.5,6,0.2,0,1
CC(C)c1ccc(NC2CCCN(C(=O)CCN3CCOCC3)C2)cc1 (centres undefined),11,0.0,10,1.6,-19,0.2,-1,9
CC1(OC(=O)C2CCCC2)C(=O)C=C2C=C(c3ccsc3)OC=C2C1=O (centres undefined),-54,-0.3,-6,-2.1,-8,0.1,7,0
CC(C)(O)C#Cc1ccc(C(=O)NCc2ccccc2F)cc1,-15,-0.1,-1,·,·,0.1,-1,-8
COc1ccccc1CNC(=O)C1CC(c2c(Cl)cccc2Cl)=NO1 (centres undefined),-28,0.1,-14,3.9,-12,-0.2,2,·
COc1ccc(-c2c(-c3ccc(OC)c(F)c3)c3ccccc3n2C)cc1,-14,-0.1,-1,-2.9,1,-0.1,-5,·

# Looked up by structure from the entries so far:
SMILES,RAD52 inh,XiGFP reactiv,DENV2 CPE rescue,F508del corr,RAD54 branch,E-sel inducer,Casp6 inh,GSIS activator
O=C1C=C(c2cccc(Br)c2)C[C@@H](c2ccc(F)cc2)C1,-11,-0.1,-1,2.7,12,0.1,2,-2
CC(C)(O)C#Cc1ccc(C(=O)NCc2ccccc2F)cc1,-15,-0.1,-1,·,·,0.1,-1,-8

# Next section:
SMILES,RAD52 inh,XiGFP reactiv,DENV2 CPE rescue,F508del corr,RAD54 branch,E-sel inducer,Casp6 inh,GSIS activator
Cc1cccc(OCCC(=O)Nc2ccc(Cl)cc2F)c1,-5,0.4,-5,-3.3,1,0.1,2,-6
O=C(CN1CCOCC1)N1CCCCN2[C@@H](CO)[C@@H](c3ccc(Br)cc3)[C@@H]2C1,·,0.1,·,-1.3,-3,0.0,·,-6
CC(C)CN1C(=O)C(=O)N(CC(=O)Nc2cccc(Cl)c2Cl)C1=O,-7,0.3,5,-0.1,4,1.0,-1,-8
Cn1c(=S)c2[nH]c(SCCC(C)(C)C)nc2n(C)c1=O,-4,0.9,?,-2.0,·,0.4,-2,12
Cc1ccccc1-n1c(SCC(=O)N2CCOCC2)nc(O)c(Cc2ccccc2)c1=O,7,0.1,-1,-0.1,-7,-0.2,-4,-11
CCn1c(SCC(=O)Nc2ccccc2F)nnc1-c1cnccn1,2,0.2,-1,-3.0,1,·,-1,19
COc1ccc(CN(C)C(=O)c2ccc(OCC(=O)Nc3cccc(C(F)(F)F)c3)c(OC)c2)cc1,-13,0.2,-6,-1.3,7,-1.1,·,-17
CN(Cc1nc2ccccc2c(=O)[nH]1)C(=O)c1cc(-c2ccc(Br)cc2)nc2ccccc12,-23,-0.1,-1,1.0,0,·,2,8
C[C@@H](NC(=O)C[C@H]1C[C@@H]2c3cc(NC(=O)C4CCC4)ccc3O[C@@H]2[C@H](CO)O1)c1ccccc1,2,-0.1,-4,-0.3,·,-0.4,2,2
O=C(COC(=O)c1ccc(Cl)s1)c1ccc[nH]1,-14,0.0,14,·,·,-0.1,0,-8
C[C@H](CO)N1C[C@H](C)[C@H](CN(C)Cc2ccc(-c3ccccc3)cc2)Oc2ccc(NC(=O)c3ccncc3)cc2CC1=O,8,-1.2,1,0.9,17,1.6,2,-9
CC(C)c1ccc(N2C(=O)C(Cl)=C(N3CCOCC3)C2=O)cc1,-25,0.2,1,-0.6,·,-0.1,-3,-21
C[C@H]1CN([C@@H](C)CO)C(=O)c2cc(-c3ccncc3)cnc2O[C@@H]1CN(C)Cc1cccnc1,10,0.4,-3,-0.5,5,-0.1,-4,0
CC(C)Oc1ccccc1/C=N/NC(=O)C1CCCC1,-2,-0.1,-5,-2.2,-1,-0.5,-2,-9
O=C1c2ccccc2C(=O)N1c1ccc(S(=O)(=O)N2CCCCC2)cc1,-10,0.1,-9,-2.5,-7,1.3,-1,6
CC(=O)c1csc(COc2cc(Cl)cc(Cl)c2)n1,-1,0.0,-1,0.6,·,·,-1,·
COc1ccc(-c2[nH]ncc2CN2CCCC(C(=O)c3cccc(OC)c3)C2)cc1 (centres undefined),-14,0.0,-3,-0.6,3,-5.1,-1,2
COc1ccc(CN2CCC(Oc3ccc(C(=O)N4CCCC4)cc3)CC2)c(F)c1,-7,0.2,2,-2.9,-3,·,-4,22
CCn1c(SCC(=O)Nc2ccc(OC)c(S(=O)(=O)N3CCCCC3)c2)nnc1C1CC1,-4,0.4,1,-0.9,-1,-0.1,4,2
C=CCn1c2c(c(=O)[nH]c1=S)CN(C(C)c1ccccc1)CN2 (centres undefined),6,0.0,1,-3.1,-5,·,4,8
Cc1cc(-c2ccc(C)c(S(=O)(=O)N3CC(=O)Nc4ccccc43)c2)on1,-3,0.4,5,1.2,5,·,3,-3
COc1ccc(-c2cc3c(c4c2ccn4C)C2CCC3C2)cc1F (centres undefined),-12,0.0,-3,-0.9,-2,0.4,-3,4
O=C(Cn1cnc2c(oc3ccccc32)c1=O)NCc1ccccc1,-9,0.0,?,4.0,1,1.5,-1,-12
COc1ccc2c3c([nH]c2c1)[C@H](CO)N(C(=O)C1CC1)CC31CN(Cc2cccc(F)c2)C1,7,0.1,-7,-1.0,·,0.2,1,3
Cc1c(CC(=O)O)c(=O)oc2c(C)c3occ(-c4ccccc4)c3cc12,-16,0.1,-5,-2.8,-5,·,4,0
C[C@@H]1CN([C@H](C)CO)C(=O)c2cc(NS(=O)(=O)c3cn(C)cn3)ccc2O[C@@H](C)CCCCO[C@@H]1CN(C)C(=O)c1ccncc1,-5,0.2,-9,-0.9,·,-0.4,1,14
